Source: PubChem (several laboratories)
Yeast growth inh: yeast BB579 growth reduction in restrictive medium; S. cerevisiae BB579 growth, OD615, 48 h; hit rate 0.51% among 140,000; inhibition, % at 10 µM;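 active = inhibition above a set limit, 3 SD over the mean compound inhibition, cut at about 44% in these data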; also: inactives centre near -24
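Assay system: S. cerevisiae DeaD strain BB579 yeast. Medium: CSMM-D restrictive synthetic medium containing dextrose (glucose). Times: 4 h cell preincubation, 48 h compound exposure, 30 °C humidified. Signal: OD615 turbidity measurement. Benchmarks: positive control amphotericin B 10 µg/mL.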
bCat KO growth: beta-catenin-lacking colon tumor cell growth suppression. HCT116 beta-catenin knockout viability, CellTiter-Glo, 60 h; active compounds read low. viability, % at 10 µM. hit rate 1.5% among 140,000;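 active = viability at or under a set limit, the compound median less 4 SD, cut at about 6% in these data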;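 also: 0% = Hyamine 1622 control at 20 µM and 100% = untreated cell control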
Yeast life ext: yeast lifespan extension | S. cerevisiae growth with nicotinamide, OD615; deaD strain in restrictive glucose medium | inhibition of the nicotinamide effect, % at 10 µM | hit rate 0.68% among 130,000 | AID 775;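 active = inhibition above a set limit, placed 3 SD over the median of all compounds, cut at about 26% in these data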;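 also: 0% = nicotinamide-treated wells and 100% = cells grown without nicotinamide; some compounds called inactive have numbers as strong as hits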
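Material: Modified budding yeast, DeaD strain | Medium: Restrictive glucose medium | Probe or stimulus: 1.5 mM nicotinamide | Dosing: Single dose 10 µM compound, 0.25% DMSO | Times: 48 h at 30 °C | Technique: OD615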
E-sel TNF inh: TNF alpha driven E-selectin expression inhibition; HUVEC TNFa-induced E-selectin immunofluorescence, high content; inhibition, % at 2 µM; AID 1246; hit rate 0.71% among 120,000;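 active = inhibition above the batch mean plus 3 SD, and confirmed as a hit on visual image review, cut at about 43% in these data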;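 also: 0% = TNF-stimulated DMSO wells and 100% = unstimulated control wells; not every result past the cut was called active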
MRP-1 activ: activators of MRP-1; hit rate 0.61% among 140,000; H69AR cells + doxorubicin, viability rescue, CellTiter-Glo; AID 799; viability increase, % at 10 µM;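 active = viability gain under doxorubicin at or above a set limit, the compound median plus 3 SD, cut at about 4.7% in these data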;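 also: MRP-1 overexpressing cells given doxorubicin 25 µM after compound pretreatment; 18-22 h compound pretreatment then 72 h with doxorubicin before readout; 0% = doxorubicin-only wells and 100% = vehicle-treated cells without doxorubicin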
Phagocytosis inh: inhibitors of macrophage phagocytosis; inhibition, % at 5 µM; J774A.1 macrophage IgG-bead phagocytosis, imaging; hit rate 0.07% among 110,000; AID 1029;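 active = inhibition above the mean of the plate negative controls plus 5 SD, cut at about 13% in these data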;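 also: phagocytic index as fraction of beads internalized from green versus red external bead signal; plate controls were DMSO negative control for no effect and cytochalasin-D positive control for full effect; some results beyond the cut were filed as inactive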
Measles CPE: protection of cells from measles virus. Measles virus-infected cells, CPE protection, absorbance. protection (pct of control), % at 4 µM. hit rate 1.5% among 140,000; in the data active = protection mostly above about 24%, no sharp cut-off; inactive = mostly below about 26%; also: some compounds called inactive have numbers as strong as hits
PTEN del growth: suppresses growth of cells with PTEN deletion. viability, % at 10 µM. hit rate 1.2% among 140,000. HCT116 PTEN-null viability, CellTiter-Glo, 60 h; active compounds read low. AID 827;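 active = viability at or below a set limit, 4 SD under the median of all tested compounds, cut at about 3.7% in these data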;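 also: PTEN knockout HCT116 line with beta catenin targeted HCT116 as companion control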
NPY-Y2 antag: blocks the human neuropeptide Y Y2 receptor | hit rate 0.99% among 140,000 | P49146 | AID 793 | inhibition, % at 2.7 µM | NPY-Y2 expressing cells, antagonist mode; in the data active = inhibition above about 17%;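 also: 0% = vehicle with agonist challenge and 100% = reference antagonist with challenge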
Target sequence (P49146 whole entry, looked up): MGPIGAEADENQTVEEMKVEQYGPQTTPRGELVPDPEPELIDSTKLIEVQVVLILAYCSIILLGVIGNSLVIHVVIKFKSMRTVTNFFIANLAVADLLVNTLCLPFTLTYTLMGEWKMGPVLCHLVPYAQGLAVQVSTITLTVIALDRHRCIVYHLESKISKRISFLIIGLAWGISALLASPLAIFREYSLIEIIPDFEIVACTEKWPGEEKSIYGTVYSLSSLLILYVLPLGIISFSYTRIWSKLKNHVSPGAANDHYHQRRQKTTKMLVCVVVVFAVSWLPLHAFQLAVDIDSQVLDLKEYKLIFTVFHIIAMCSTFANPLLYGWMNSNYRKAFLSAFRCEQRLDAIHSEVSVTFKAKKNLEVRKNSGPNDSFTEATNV
GALR2 blocker: GALR2 (human) receptor antagonism | GALR2-expressing cells, antagonist mode | inhibition, % at 4 µM | AID 828 | O43603 | hit rate 0.39% among 140,000; in the data active = inhibition above about 27%;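 also: cells stimulated with galanin 1-16 at roughly its EC80; 0% = agonist challenge control and 100% = basal control without agonist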
Target sequence (O43603 whole entry, looked up): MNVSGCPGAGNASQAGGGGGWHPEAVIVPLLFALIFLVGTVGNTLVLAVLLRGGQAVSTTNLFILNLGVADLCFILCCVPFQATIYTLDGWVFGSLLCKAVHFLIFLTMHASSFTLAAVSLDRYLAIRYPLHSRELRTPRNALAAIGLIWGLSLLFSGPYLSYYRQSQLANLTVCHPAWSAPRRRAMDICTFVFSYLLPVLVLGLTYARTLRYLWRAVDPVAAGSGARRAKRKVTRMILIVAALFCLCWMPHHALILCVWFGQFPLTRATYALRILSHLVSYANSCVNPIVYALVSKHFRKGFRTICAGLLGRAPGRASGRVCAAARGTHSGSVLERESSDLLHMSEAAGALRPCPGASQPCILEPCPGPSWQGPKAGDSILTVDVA
* = called active by the depositor; . = no result given.

SMILES	Yeast growth inh	bCat KO growth	Yeast life ext	E-sel TNF inh	MRP-1 activ	Phagocytosis inh	Measles CPE	PTEN del growth	NPY-Y2 antag	GALR2 blocker
O=C1C2C3C=CC([C@@H]2C(=O)N1Cc1cccnc1)C31CC1 (some centres undefined)	2	110	0	-23	-3.2	.	45*	105	2	0
COc1ccc(O)c(C(=O)c2cnc3onc(C)c3c2)c1	-33	107	2	6	-3.0	0	12	95	0	6
N#Cc1cc(-c2ccc(Cl)cc2)cn(Cc2c(Cl)cccc2Cl)c1=O	14	62	11	.	-3.2	.	4	57	1	-4
N#Cc1c(-c2ccccc2)c(-c2ccccc2)n(Cc2ccco2)c1NC(=O)c1cccs1	-27	73	2	-26	-3.1	-4	26	70	3	-8
CC(CCc1ccco1)NC(=O)c1cc2c(-c3ccccc3F)nn(C)c2s1 (centres undefined)	-18	78	-12	.	-3.2	0	18	73	-1	-7
CN(C)c1oc(-c2ccccc2Cl)nc1P(=O)(c1ccccc1)c1ccccc1	-2	79	4	-6	-0.8	0	10	60	12	-2
CC1(C)CC(CC(=O)O)(c2ccc(F)cc2)CCO1 (centres undefined)	-5	107	-11	-9	-0.5	.	8	97	1	4
CN=C1NN=C(c2cc(C)n(-c3c(C)n(C)n(-c4ccccc4)c3=O)c2C)CS1	-20	89	2	2	-0.3	-3	22	99	2	-1
CCOC(=O)c1c(N)sc(C(O)(C(F)(F)F)C(F)(F)F)c1-c1ccccc1	1	99	-3	.	-3.2	-1	9	95	2	-20
Clc1cccc(Cl)c1CSc1nnc(CN2CCOCC2)n1-c1ccccc1	-3	84	-2	-1	-0.2	-1	6	91	7	-9
Cc1nc(C)c(CCNC(=O)c2ccc(C(F)(F)F)cc2)s1	-2	93	-7	.	3.1	9	3	95	7	1
COc1cccc(OC)c1OCc1cc(C2C3CCCC=C3C(C#N)=C(N)C2(C#N)C#N)c(C)cc1C (centres undefined)	-2	66	-17	3	-4.2	.	5	47	-2	-2
CCCC(=O)NCc1nc2ccccc2n1C	-20	83	-4	5	0.0	0	5	75	5	4
Cn1c(=O)c2c(nc(NCc3cccnc3)n2Cc2cccc(C(F)(F)F)c2)n(C)c1=O	-14	55	1	-18	-1.3	5	16	58	4	-4
COc1cc(C2C3C(=O)N(c4ccccc4)C(=O)C3ON2c2ccccc2)ccc1O (centres undefined)	-23	102	-12	.	2.2	-1	4	92	1	-9
c1c(C2CCCCC2)n[nH]c1CN1CCCCC1	6	86	-4	-28	-2.5	-3	15	95	3	-2
O=C(Nc1c(F)cc(F)cc1Br)C1CCCO1 (centres undefined)	-23	96	-8	-43	-0.8	0	13	104	2	4
O=S(=O)(NCCc1ccccc1)c1ccccc1	-43	73	.	0	-2.4	.	6	93	1	7
CCC(=O)N1c2ccccc2NC2=C(C(=O)CCC2)C1c1cccnc1 (centres undefined)	-46	88	-1	.	-2.3	-1	5	97	0	-5
COc1ccccc1NS(=O)(=O)c1ccc(Cl)c(NC(=S)NC(=O)C2CCCC2)c1	-4	92	3	.	0.8	-5	3	71	5	1
COC(=O)C1=C(C)N=C2SC(C)C(=O)N2C1c1cccs1 (centres undefined)	-27	90	-8	.	2.0	0	0	103	-1	12
Cc1ccc(CN2CCN(/N=C/c3ccco3)CC2)c(C)c1	-49	85	.	-33	-0.5	.	9	85	0	4
COC(=O)Nc1sc2nc(C)cc(C)c2c1-n1cccc1	-2	82	-13	-42	-2.0	0	15	77	2	-14
Cc1c(Br)c([N+](=O)[O-])nn1CCCC(=O)Nc1sc2c(c1C#N)CCC2	-25	88	-3	24	-3.1	-8	5	96	0	1
O=C(NCCc1c[nH]c2ccccc12)c1ccc(-n2cnnn2)cc1	-35	80	-18	14	-4.0	.	4	87	-2	12
Cc1cc(SCC(=O)c2cc(C)n(C)c2C)nc2ccccc12	-42	72	1	.	0.0	4	2	69	9	10
CC(=O)Nc1ccc(NC(=O)C(C)OC(=O)CN(C)S(=O)(=O)c2ccc(Cl)cc2)cc1 (centres undefined)	-23	88	-8	48	-1.1	0	23	89	2	-12
O=C(c1cc2ncc(Br)cn2n1)N1CCN(C(=O)c2ccco2)CC1	-26	99	-5	2	-1.7	-4	9	106	-1	-1
CC(Oc1ccc(Cl)cc1Cl)C(=O)N/N=C1\CCCc2ccccc21 (centres undefined)	-68	79	-3	-2	-0.1	-1	6	80	2	11
CCOC(=O)C1CN(S(=O)(=O)c2ccccc2)CCN1S(=O)(=O)c1ccccc1 (centres undefined)	-36	84	-8	9	-2.3	0	5	95	-4	-10
Cc1ccc(S(C)(=O)=O)cc1S(=O)(=O)Nc1cccc(Cl)c1	-16	102	-1	-1	-0.4	-5	4	99	3	6
O=C(CN1C(=O)COc2ccccc21)N1CCCc2ccccc21	-6	103	-20	1	-5.0	-1	4	105	7	3
COC(=O)c1c(C)nn(-c2ccccc2)c1N	-42	90	-4	17	-0.2	.	15	86	3	-12
CC(C)CC(NC(=O)c1cccs1)c1nnc(SCc2ccc(Cl)c(Cl)c2)n1C (centres undefined)	-9	64	4	19	-1.8	-5	4	59	1	-4
O=C(COc1ccc2ccccc2c1)NCCn1ccc2ccccc21	13	98	-9	4	-0.1	-1	13	112	6	-1
CC1=C(C(=O)OCC2CCCO2)C(c2ccc(C)o2)C2=C(CC(c3ccc(F)cc3)CC2=O)N1 (centres undefined)	-31	82	-2	.	1.4	.	9	86	-2	3
Cc1nccn1S(=O)(=O)c1ccc(Br)cc1Br	-13	89	-14	.	-0.6	1	9	94	6	8
Oc1ccc2ccccc2c1C1Nc2cccc3cccc(c23)N1	-45	72	-7	-18	-3.4	-2	13	73	-4	0
COc1ccc(-c2[nH]nc3c2C(c2ccncc2)C(C#N)=C(N)O3)cc1 (centres undefined)	-7	93	-5	-13	-1.6	-1	9	101	8	1
Nc1nnc(-c2cn(-c3ccccc3)nc2-c2ccccc2)o1	-50	89	-20	24	-2.7	.	6	75	3	7

Full records, quoted from the list. Values in the order: Yeast growth inh	bCat KO growth	Yeast life ext	E-sel TNF inh	MRP-1 activ	Phagocytosis inh	Measles CPE	PTEN del growth	NPY-Y2 antag	GALR2 blocker
`COc1ccc(-c2[nH]nc3c2C(c2ccncc2)C(C#N)=C(N)O3)cc1` (centres undefined) across the screens: -7	93	-5	-13	-1.6	-1	9	101	8	1
`CC(C)CC(NC(=O)c1cccs1)c1nnc(SCc2ccc(Cl)c(Cl)c2)n1C` (centres undefined) across the screens: -9	64	4	19	-1.8	-5	4	59	1	-4
`CC(Oc1ccc(Cl)cc1Cl)C(=O)N/N=C1\CCCc2ccccc21` (centres undefined) across the screens: -68	79	-3	-2	-0.1	-1	6	80	2	11

Further compounds.
SMILES	Yeast growth inh	bCat KO growth	Yeast life ext	E-sel TNF inh	MRP-1 activ	Phagocytosis inh	Measles CPE	PTEN del growth	NPY-Y2 antag	GALR2 blocker
Cn1c(N2CCCCC2)cc(=O)n(C)c1=O	-3	89	-3	-15	-2.0	1	6	94	0	11
CSc1nc(NC(C)(C)C)nc(N2CCOCC2)n1	-36	90	2	13	-2.0	.	12	85	4	-9
CCOC(=O)c1ccc(Nc2cc(C)nc(N3CCOCC3)n2)cc1	-39	94	-21	67*	-1.2	.	4	94	2	1
CCCCC(=O)NC(=S)NNS(=O)(=O)c1ccccc1	-30	95	11	-5	-0.7	-14	42*	101	-1	-5
CC(C)CN(CCOc1cccc(N2C(=O)C3=C(CCCC3)C2=O)c1)CC(C)C	-19	89	0	-19	-1.7	0	7	88	1	-3
O=C(COC(=O)CCNS(=O)(=O)c1ccc2c(c1)OCCO2)NC1CCCc2ccccc21 (centres undefined)	-21	112	-6	-30	0.2	0	4	100	3	19
COc1ccc(-c2nn(C)c(=O)c3ccccc23)cc1NC(=O)Cn1nc(C)c2ccccc2c1=O	-48	65	-10	20	-2.1	0	16	84	2	2
O=[N+]([O-])c1cccc(-c2ccc(/C=N/NC(=S)Nc3ccccc3)o2)c1	-24	19	-14	-31	-2.5	.	17	20	-1	-1
O=C(COC(=O)c1ccccn1)Nc1cccc(Cl)c1Cl	-22	93	-17	.	-2.4	-1	24	100	0	9
CCOc1cc(S(=O)(=O)NCc2cccs2)ccc1Cl	-30	88	-3	-20	-2.4	-3	10	89	2	-2
CCOc1ccc2[nH]c(=O)c(CN(Cc3nnnn3Cc3ccco3)C3CCCCC3)cc2c1	-27	83	-4	7	-5.1	1	3	67	-5	-43
CCOC(=O)COc1ccc(S(=O)(=O)N2CCN(C(=O)OCC)CC2)cc1	-36	88	-2	-14	-0.1	6	8	101	6	-7
COc1cccc(OC(C)c2ccnc3nc(/N=C/N(C)C)nn23)c1 (centres undefined)	-9	96	-3	-22	-2.8	2	19	97	3	-2
c1ccc(CCn2nnnc2CN2CCCc3ccccc32)cc1	-51	88	-9	-47	-4.8	0	16	85	4	14
CCN(CC(=O)c1c(N)n(C)c(=O)n(C)c1=O)c1cccc2ccccc12	-34	65	0	5	-0.9	.	23	61	-1	16
CCCCCOC(=O)CSc1nnc(-c2ccccc2)c(=O)[nH]1	-32	93	8	.	-0.2	.	19	86	3	3
O=C(NCCc1ccccn1)c1cc(-c2ccc(Cl)c(Cl)c2Cl)nc2ccccc12	-43	75	-8	33	0.1	-9	19	70	2	1
O=C(CSc1nccn1-c1ccc(Cl)cc1)N1CCCc2ccccc21	-43	76	6	-31	-3.2	-1	22	63	2	-7
Nc1nc(NC(=O)c2ccco2)nn1-c1ccccc1	8	90	.	-16	-2.8	0	15	87	1	0
CCOC(=O)Nc1ccc2c(c1)N(C(=O)CCN1CCOCC1)c1ccccc1S2=O (centres undefined)	-45	9	-17	.	-5.5	1	12	16	-1	41*
Cc1ccc(NC(=O)Nc2cccs2)nc1	17	92	-14	2	-1.1	.	17	93	1	0
NC(=O)Cc1cn(-c2ncc(C(F)(F)F)cc2Cl)c2ccccc12	-52	93	1	.	-1.3	-1	24	97	1	-6
CN(C1CCCCC1)S(=O)(=O)c1ccc(NC(=O)c2ccc(Br)o2)cc1	-3	83	5	-26	-0.3	0	14	83	5	-4
COc1ccc(/C=N/Nc2nnc(Cc3ccc(OC)c(OC)c3)c(=O)[nH]2)cc1OC	-18	91	4	.	-0.8	.	7	93	2	-8
Nc1nc(SCC(=O)Nc2c(Br)cc([N+](=O)[O-])cc2Br)n[nH]1	-3	97	0	.	-0.8	-3	9	89	1	3
COc1cc(C2NC(=O)C(C#N)=C(S)N2c2ccc(C)cc2)ccc1OC(C)C (centres undefined)	-16	80	-9	4	-4.5	1	7	73	-2	-8
CCCCOC(=O)Oc1ccc2c(=O)c(Oc3cc(C)cc(C)c3)coc2c1	-42	111	3	.	-1.9	-12	5	106	2	-11
O=C(NNS(=O)(=O)c1ccc2ccccc2c1)C1CCN(Cc2ccccc2)CC1	-51	83	4	-2	-2.8	.	6	91	6	3
COc1nc(Oc2ccc(=O)n(C)n2)nc(N(C)C)n1	-36	101	-3	12	-2.9	1	15	98	3	-1
Cc1cc(C)nc(N2C(=O)CC(C(=O)O)NC2=NCCc2c[nH]c3ccccc23)n1 (centres undefined)	-7	119	-18	-10	-2.1	0	16	93	0	-4
CCOC(=O)C1=C(C)NC(SCC(N)=O)=C(C#N)C1c1cccs1 (centres undefined)	-26	93	-19	7	-2.5	.	12	87	4	4
